Xi reactivation – activators of inactive X chromosome reactivation, primary screen, imaging, XiGFP fibroblasts, GFP high-content imaging, set 2; XiGFP mouse fibroblasts, % GFP-positive cells imaging, 3 d; cells co-treated with 5-aza-dC sensitizer; scaled so ellipticine positive control = 100%; activation, % at 7.58 µM; hit rate 0.055% among 360,000;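 active means mean normalized replicate activation at least 10% and every replicate at or above 10%; inconclusive means only one of the two criteria met; inactive means mean below 10% and not all replicates reach 10%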;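 further: 0% = median of on-plate neutral control wells and 100% = ellipticine 6 µM median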
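Material: XiGFP fibroblasts, SV40-immortalized; Buffer or medium: DMEM containing 5-aza-dC; Compound dosing: single point; Times: 3 days compound exposure.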
CFTR F508del cor – F508del CFTR correction, initial screen, CFBE line, single point. CFBE cells, YFP halide quenching; stimulated with forskolin plus potentiator P3; % fluorescence drop versus neutral controls. activity (quench increase), % at 7.58 µM. hit rate 0.36% among 350,000. AID 720511, 2013;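 active means mean added fluorescence quench of at least 8% versus neutral control, with both replicates also reaching 8%; inconclusive means only one of the mean or replicate conditions met; inactive means mean below 8% and not both replicates reaching 8%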;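 further: cells transiently co-express mutant CFTR-F508del with the halide-sensitive YFP; corrector assay measuring rescue of mutant channel to the surface after 24 h compound exposure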
EWS-Fli block – EWS/Fli-driven NR0B1 reporter inhibitors, primary screen, A673 cells, NR0B1 luciferase, luminescence, MLPCN library; viability-normalised; hit rate 0.67% among 350,000; inhibition, % at 12.6 µM;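 active means mean inhibition of at least 50% after viability correction, with every replicate also passing that limit; inconclusive means mean reaches 50% but only one of two replicates passes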;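 further: firefly luciferase signal divided by Alamar Blue viability fluorescence both relative to DMSO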
DENV2 CPE rescue – inhibitors of DENV2 cytopathic effect, primary screen, cell-based, plate reader, single concentration; DENV2-infected cells, cytopathic effect rescue; AID 651640, 2012; CPE inhibition, % at 9.99 µM; hit rate 1.7% among 350,000; in the data active means CPE inhibition above about 20%, passing the limit was not always enough; inconclusive means no clear call, values can overlap the other calls; tested in BHK-21 cells;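 further: 0% = median of neutral control wells and 100% = median of positive control wells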
ARNT-TACC3 inh – disruptors of ARNT/TACC3 protein interaction, primary screen, biochemical, AlphaScreen, single concentration; AlphaScreen His-ARNT PAS-B/GST-TACC3 binding, luminescence; TACC3 fragment carries E629A point mutation; hit rate 0.66% among 390,000; Transforming acidic coiled-coil-containing protein 3 (Homo sapiens), Q9Y6A5; inhibition, % at 9.99 µM;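 active means mean inhibition of replicates at least 50% and at least half of replicates each reaching 50%; inconclusive means half or more replicates reach 50% but mean below 50%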;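 further: 0% = complete ARNT plus TACC3 wells and 100% = ARNT alone without TACC3; many hits fall short of the cut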
ERp5 inh – inhibitors of ERp5-driven insulin aggregation, primary screen, biochemical, turbidity, absorbance 650 nm, single point; Protein disulfide-isomerase A6 (Homo sapiens), Q15084; 90 min; inhibition, % at 9.99 µM; hit rate 0.05% among 350,000; AID 651711, 2012;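 active means mean replicate inhibition above about 25%, with every replicate also reaching it, limit read from the data, passing the limit was not always enough; inconclusive means only one of those two criteria met; inactive means neither criterion met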
Target sequence (Q15084 whole entry, looked up): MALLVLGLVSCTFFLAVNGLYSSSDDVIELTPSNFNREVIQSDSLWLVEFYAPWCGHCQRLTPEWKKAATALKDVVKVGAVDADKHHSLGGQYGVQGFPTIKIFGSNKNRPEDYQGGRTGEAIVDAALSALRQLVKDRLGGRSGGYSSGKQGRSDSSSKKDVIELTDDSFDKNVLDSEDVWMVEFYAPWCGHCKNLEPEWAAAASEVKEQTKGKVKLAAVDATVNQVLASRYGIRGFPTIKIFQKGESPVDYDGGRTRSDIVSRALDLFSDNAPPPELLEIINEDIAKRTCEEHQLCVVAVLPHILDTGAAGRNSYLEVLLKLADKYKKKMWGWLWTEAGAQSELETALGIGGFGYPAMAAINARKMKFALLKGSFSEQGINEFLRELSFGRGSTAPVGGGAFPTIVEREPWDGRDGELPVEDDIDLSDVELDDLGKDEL
PAX8 reporter – inhibitors of PAX8-driven TPO luciferase reporter, primary screen, RMG-I cells, single concentration; inhibition, % at 12.6 µM; SteadyGlo, 24 h; AID 652154, 2013; hit rate 1.2% among 360,000;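 active means mean replicate inhibition at least 60% with every replicate also reaching 60%; inconclusive means only one of the two criteria is met; inactive means mean below 60% and not all replicates reaching 60%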;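 further: luciferase light reporting Pax8 driven TPO promoter activity; plate controls were median of neutral control wells for no effect and mitoxantrone controls for full effect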
INS-1E GSIS act – GLuc luminescence reporter in INS-1E cells, primary screen for activators of glucose-dependent secretion of insulin; activation, % at 16.6 µM; INS-1E GLuc reporter insulin secretion, 2-3 h; AID 743287, 2014; hit rate 0.61% among 370,000;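 active means lowest replicate activation of at least 40%, so every replicate reaches that level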;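 further: 0% = median of neutral control wells and 100% = median of IBMX positive control wells; some compounds called inactive have numbers as strong as hits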
* hit, by the source's call; ? = inconclusive; / = no result given.

SMILES	Xi reactivation	CFTR F508del cor	EWS-Fli block	DENV2 CPE rescue	ARNT-TACC3 inh	ERp5 inh	PAX8 reporter	INS-1E GSIS act
COc1ccc(C)cc1NC(=O)CNC(C)C(=O)Nc1ccc(C(C)=O)cc1 (stereo not drawn)	0.4	1.7	7	-1	9	0	12	-1
CN1CCCC(C)(C(=O)Nc2ccc(-n3cccc3)cc2)C1 (stereo not drawn)	-0.1	-1.6	-5	-5	/	-1	0	2
C[C@H](CO)N1C[C@H](C)[C@H](CN(C)Cc2ccc(-c3ccccc3)cc2)Oc2cc(C#CC(C)(C)O)ccc2S1(=O)=O	0.5	4.9	12	6	-5	4	/	-21
Cc1ccc(C(=O)NCC(c2ccco2)N2CCc3ccccc3C2)cc1C (stereo not drawn)	0.2	3.1	0	9	-2	6	3	-10
Clc1nc(CN2CCCCC2)nc2sc3c(c12)CCCC3	-0.1	-0.1	-13	/	37	-1	-20	-30
CCC(=O)OCn1nnc2ccccc2c1=O	0.1	-2.2	2	-3	-4	-3	2	22
O=C(O)c1cccc(NC(=S)N/N=C/c2cccc(O)c2)c1	0.3	-0.6	31	8	/	-5	23	-4
CC(C)(C)S(=O)N1Cc2cc(C(=O)NCC(F)(F)F)nc(-c3cccc(-c4cccc(F)c4)c3)c2[C@@H]1CCO (stereo partly drawn)	0.0	7.9	20	-1	/	-1	70*	-4
C[C@@H]1CN([C@H](C)CO)C(=O)c2cc(NC(=O)Cc3ccccc3)ccc2O[C@@H]1CN(C)C(=O)Nc1cccc2ccccc12	0.0	-0.8	13	8	0	-1	45	-11
COc1ccc(C(=O)NCCCc2ccccc2)cc1OC	0.2	1.8	-11	?	-3	2	-21	11
COc1ccccc1NC(=O)CC(=O)CSc1nnc(-c2ccc(C)cc2)n1-c1ccccc1	0.1	/	/	/	2	/	8	-2
CSCCC(NC(=O)c1ccc(Cl)cc1Cl)C(=O)N1CCN(C(=O)c2ccccc2)CC1 (stereo not drawn)	0.0	2.4	-7	10	-10	-3	-12	-4
CCS(=O)(=O)N1[C@H](C#N)[C@H](c2ccc(C#CCC3CCCC3)cc2)[C@@H]1CO	0.0	0.6	-45	9	0	2	6	-17
CC(=O)Nc1ccc(S(=O)(=O)NC2CC(=O)N(c3ccc4c(c3)OCCO4)C2)cc1 (stereo not drawn)	0.4	-0.4	-1	-5	-2	1	-13	-13
CCc1nnc(SCC(=O)Nc2nccs2)n1CC	-0.1	-3.5	/	-3	-5	3	-3	6
O=C(Nc1ccccc1C(=O)Nc1ccncc1)c1ccccc1	0.2	-0.8	2	4	-5	5	-5	12
Oc1cccc(Nc2c3ccccc3nc3ccccc23)c1	0.3	-0.1	26	5	8	-5	-25	-25
C[C@H](CO)N1C[C@H](C)[C@@H](CN(C)CC2CCCCC2)Oc2c(NC(=O)Cc3ccccc3)cccc2C1=O	-0.1	2.2	6	-9	-1	-3	18	-24
Cc1ccc2[nH]c(=O)c(CN(CCCN(C)C)C(=S)NCCc3ccccc3)cc2c1	0.0	0.6	7	1	14	4	51	/
C[C@H](CO)N1C[C@H](C)[C@@H](CN(C)Cc2ccc3c(c2)OCO3)Oc2ccc(NC(=O)Nc3cccc4ccccc34)cc2C1=O	-0.9	-0.8	9	3	/	-1	39	-13
CC(C)NC(=O)N(C)C[C@@H]1Oc2ccc(NC(=O)Nc3ccccc3)cc2CC(=O)N([C@@H](C)CO)C[C@H]1C	0.3	1.2	-7	-3	21	-1	5	3
Cc1onc(-c2ccccc2)c1C(=O)N(C)CC(=O)Nc1ccc(F)c(F)c1F	0.0	3.1	3	?	-1	-11	12	-8
CCCNC(=O)N1C[C@@H](C)[C@@H](OC)CN(C)C(=O)c2ccc(NC(C)=O)cc2OC[C@H]1C	0.2	-2.3	2	0	-6	0	2	6
O=C(Cc1cccnc1)N1CC(=O)N2[C@H](C1)[C@@H](c1ccc(C3=CCCCC3)cc1)[C@@H]2CO	0.0	0.4	-20	-2	/	10	-4	1
CCCc1cn(CC[C@@H]2CC[C@@H](NC(=O)Cc3cccnc3)[C@@H](CO)O2)nn1	-0.3	0.4	0	/	-2	-5	8	-2
CO[C@@H]1CN(C)C(=O)c2ccc(NS(C)(=O)=O)cc2OC[C@@H](C)N(Cc2ccccc2)C[C@@H]1C	0.7	-0.2	-4	5	5	-4	7	17
CCOc1ccc(/C(O)=C2\C(=O)C(=O)N(c3ccccn3)C2c2ccccc2F)c(C)c1 (stereo not drawn)	0.0	-3.8	-14	-11	/	-11	-11	-2
Cc1cccc(C2=NN(c3ccccc3)[C@@H](C(=O)N3CCOC3=O)[C@@H]2C)c1	0.1	-1.3	-12	-2	-10	2	3	-22
O=C(C[C@H]1C[C@@H]2c3cc(NC(=O)c4cccnc4)ccc3O[C@@H]2[C@@H](CO)O1)NCc1cccnc1	0.1	2.4	-7	6	0	-4	-3	1
O=C(COc1ccc(Cl)cc1)NCCNc1ccc([N+](=O)[O-])cc1	0.0	2.9	10	5	-16	4	7	-3
CN(CC(=O)Nc1cccc(F)c1)CC(=O)NC(c1ccccc1)c1ccccc1	-0.2	4.1	6	4	19	0	16	-48
CC1CN(C(=S)Nc2ccc(F)cc2F)CC(C)O1 (stereo not drawn)	0.0	-2.8	4	0	-13	-3	0	9
C=CCN1C(=O)c2ccc(C(=O)NCCOc3ccccc3F)cc2C1=O	0.2	3.0	-22	0	-4	-7	-57	31
COc1cc(OC)c(C=O)c(OC(=O)N2CCOCC2)c1	-0.1	2.0	12	-4	-4	0	-3	4
COCCCNc1nc2c(c(=O)[nH]c(=O)n2C)n1CC(O)COc1ccccc1C (stereo not drawn)	0.0	0.5	-2	-2	-8	6	3	13
CCCNC(=O)N1CC2(C1)[C@H](c1ccccc1)[C@H](CO)N2CC1CCOCC1	0.1	-0.8	5	6	/	-1	-5	0
C[C@H](CO)N1C[C@H](C)[C@@H](CN(C)S(C)(=O)=O)Oc2ncc(-c3cccc(F)c3)cc2C1=O	-1.0	0.6	4	-2	-8	-6	/	-2
N#C[C@@H]1[C@@H](c2ccc(C#Cc3cccc(F)c3)cc2)[C@H](CO)N1C(=O)C1CCC1	-0.1	2.2	-13	-5	6	4	-5	9
O=C(Cc1cccc2ccccc12)NN=Cc1ccc2c(c1)CCC2	0.3	1.1	-12	?	/	8	2	-8
O=S(=O)(N[C@H]1CC[C@H](CCn2cc(-c3ccccn3)nn2)O[C@@H]1CO)c1cccc(Cl)c1	-0.4	0.5	0	-1	109*	0	16	4
COCC(=O)N(C)C[C@H]1Oc2ncc(C#CC(C)(C)O)cc2C(=O)N([C@H](C)CO)C[C@H]1C	-0.8	0.2	1	0	-3	-2	-28	28
COC(=O)c1cc(S(=O)(=O)N(C)C2CCCCC2)c[nH]1	0.0	-1.0	/	0	2	5	2	156
Cn1c(NC(=O)c2ccc(F)c(F)c2)cc(=O)n(C)c1=O	0.2	-0.9	8	19	5	10	11	46
CC(C)NC(=O)N(C)C[C@@H]1Oc2c(NS(=O)(=O)c3ccc(F)cc3)cccc2C(=O)N([C@@H](C)CO)C[C@H]1C	0.1	-3.1	-3	-1	4	-1	7	1
Cc1ccc(OCC(=O)Nc2nnc(S(=O)(=O)N3CCC(C)CC3)s2)cc1	0.2	-2.1	/	-6	-18	1	-17	9
C[C@@H]1CCCCO[C@H](CN(C)S(=O)(=O)c2ccc(F)cc2)[C@H](C)CN([C@H](C)CO)C(=O)c2cc(NC(=O)Nc3ccc(F)cc3)ccc2O1	0.2	-1.0	7	3	-16	/	7	-9
CCOC(=O)C1=CCC2C(=O)N(CC)C(=O)C12 (stereo not drawn)	0.3	0.2	0	5	/	-6	-7	7
O=C(O)Cc1c(C(=O)O)nnn1-c1cccc(C(F)(F)F)c1	0.0	-1.9	20	-3	1	-5	4	-23
CC(C)NC(=O)Nc1cccc2c1O[C@@H](CN(C)Cc1ccc(Cl)c(Cl)c1)[C@H](C)CN([C@H](C)CO)C2=O	-0.1	3.4	/	1	7	-8	-7	-6
C[C@@H]1CN([C@@H](C)CO)C(=O)c2cc(NC(=O)C3CC3)ccc2O[C@@H]1CN(C)CC1CC1	-0.6	2.4	-4	-2	-7	-3	0	18
COc1cccc(C2NC(C)(C(=O)O)C3C(=O)N(C(C)C)C(=O)C23)c1O (stereo not drawn)	-0.1	3.0	-8	3	-4	2	5	-5
COc1ccc2nc(COC(=O)c3cccs3)c(C(C)=O)[n+]([O-])c2c1	0.2	-1.6	-11	5	-9	4	-1	/
COc1cccc(CNC(=O)c2ccc(NC(=O)C3=CSCCO3)cc2)c1	0.0	-0.7	-68	1	/	-7	-80	-10
COc1ccc(S(=O)(=O)NCc2cccnc2)cc1NC(=O)c1ccccc1	0.1	-0.7	1	-3	-5	0	1	18
CCc1cc(C(=O)COc2ccc(F)cc2)c(O)cc1O	0.0	3.2	1	3	-3	7	-47	-37
Cc1ccc(C(=O)N2N=C(c3ccc(Br)cc3)CC2c2ccccc2O)cc1 (stereo not drawn)	0.0	-2.0	7	1	-11	-4	20	3
COc1ccc(NC(=O)N(C)C[C@@H]2Oc3c(NC(=O)c4ccc(-c5nccs5)cc4)cccc3C(=O)N([C@H](C)CO)C[C@H]2C)cc1	-1.3	-1.4	-7	?	3	3	/	15
CCN1C(=O)N[C@@H](c2ccccc2)C(C(=O)OC)=C1C	0.1	3.6	-4	/	0	/	1	4
C[C@@H]1CN([C@H](C)CO)C(=O)c2cccc(NC(=O)CCCCCC(=O)Nc3ccccc3N)c2O[C@@H]1CN(C)C	0.1	0.9	-42	-13	/	-2	2	9
C/C(CC(=O)C(F)(F)F)=N\NC(=O)/C(C#N)=C/N(C)C	0.1	-2.2	-1	8	23	11	12	6

Of the compounds above, these have a thiophene ring, fused or not.
SMILES	Xi reactivation	CFTR F508del cor	EWS-Fli block	DENV2 CPE rescue	ARNT-TACC3 inh	ERp5 inh	PAX8 reporter	INS-1E GSIS act
Clc1nc(CN2CCCCC2)nc2sc3c(c12)CCCC3	-0.1	-0.1	-13	/	37	-1	-20	-30
COc1ccc2nc(COC(=O)c3cccs3)c(C(C)=O)[n+]([O-])c2c1	0.2	-1.6	-11	5	-9	4	-1	/

Remaining list, next part:
SMILES	Xi reactivation	CFTR F508del cor	EWS-Fli block	DENV2 CPE rescue	ARNT-TACC3 inh	ERp5 inh	PAX8 reporter	INS-1E GSIS act
C[C@@H]1CCCCO[C@@H](CN(C)C(=O)Nc2ccc3c(c2)OCO3)[C@@H](C)CN([C@H](C)CO)C(=O)c2cc(NC(=O)CCC(F)(F)F)ccc2O1	-0.5	0.0	-7	1	-2	10	/	14
Nc1ccc(C(=O)OCC(=O)Nc2cc([N+](=O)[O-])ccc2F)cc1	-0.1	-0.1	2	?	-2	-2	-3	-4
O=c1[nH]n2c(=O)c3c([nH]c2c1N=Nc1cccc(Cl)c1)CCC3	0.0	/	/	/	40	/	-9	-22
COc1ccc(S(=O)(=O)Cc2ccc(C(=O)NCc3ccccn3)o2)cc1	0.2	-2.4	-1	14	22	5	2	5

Assay outcomes: PubChem BioAssay, Broad Institute
